ARFGAP1 inhibitor: inhibits rat ARF GTPase activating protein 1; Q62848; AID 651572; Arfgap1-stimulated ARF1 GTP hydrolysis, GDP FP detection; inhibition, % at 16.5 µM; 360,000 compounds, 0.26% hits;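 active = inhibition above a per-plate limit, mean inhibition of low control wells plus 3 SD, cut at about 25% in these data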;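 note: 0% = DMSO wells with enzyme and 100% = wells lacking Arfgap1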
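System: truncated rat Arfgap1 GAP domain / Benchmarks: high control wells lacking Arfgap1, low control full reaction with DMSO / Times: compound-enzyme preincubation 20 min, reaction 120 min, detection 60 min, 25 °C / Repeats: one replicate per compound / Also added: human ARF1(Δ1-17)-GTP substrate / Measured by: Tracer-displacement fluorescence polarization with EDTA stop, 620/688 nm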
PLC-beta3 inh: inhibitors of human phospholipase C beta3. inhibition, % at 12.2 µM. Q01970. Purified PLC-beta3, fluorogenic substrate, fluorescence. 370,000 compounds, 0.18% hits; in the data active = inhibition above about 11%;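 note: 0% = median of compound wells on plate and 100% = full blocker control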
PLC-gamma1 inh: blocks human PLC-gamma1 enzyme activity | P19174 | 370,000 compounds, 0.84% hits | purified PLC-gamma1, fluorogenic substrate, fluorescence | inhibition, % at 12.2 µM; in the data active = inhibition above about 9.5%
ASAP1 inh: ASAP1 ArfGAP inhibition. Q9ULH1. ASAP1-stimulated ARF1 GTP hydrolysis, GDP FP detection. inhibition, % at 16.5 µM. 360,000 compounds, 0.19% hits; in the data active = inhibition above about 25%;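 note: 0% = vehicle with enzyme and substrate and 100% = no enzyme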
Tn7 DDE FP: inhibitors of Tn7 peptide binding to human fibrin DD(E); FP displacement of FITC-Tn7 peptide from fibrin DD(E); 0% = median of compound wells per plate; AID 720508; P02675; 370,000 compounds, 0.13% hits; inhibition, % at 8.3 µM;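 active = inhibition above the mean of compounds falling within the control limits plus 3 SD of them, cut at about 14% in these data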;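 note: 0% = plate median of compound wells and 100% = 10 µM Aha-Tn7 peptide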
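Test system: human clot-derived fibrin DD(E) complex / Quantity: 2 µM final DD(E) protein / Incubation: 10 min plus 3 h, room temperature / Measured by: fluorescence polarization / Benchmarks: high control of 10 µM Aha-Tn7 peptide / Replicates: singlicate testing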
ADAM17 inh: inhibits human ADAM17; 370,000 compounds, 0.83% hits; inhibition, % at 6.95 µM; recombinant ADAM17, EDANS/DABCYL FRET peptide cleavage;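 active = inhibition above the mean of compounds lying between control limits plus 3 SD, set per campaign, cut at about 8.5% in these data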;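 note: 0% = DMSO-only wells as the low control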
UHRF1 binding: blocks human UHRF1 binding to methylated DNA | Q96T88 | UHRF1 binding to methylated oligo, TR-FRET | inhibition, % at 4.4 µM | 370,000 compounds, 0.75% hits; in the data active = inhibition above about 21%;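 note: UHRF1 SRA domain binding a hemimethylated CpG hairpin DNA probe; 0% = median of test compound wells and 100% = reference inhibitor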
Target sequence (Q96T88 whole entry, looked up, the tested form may be a part): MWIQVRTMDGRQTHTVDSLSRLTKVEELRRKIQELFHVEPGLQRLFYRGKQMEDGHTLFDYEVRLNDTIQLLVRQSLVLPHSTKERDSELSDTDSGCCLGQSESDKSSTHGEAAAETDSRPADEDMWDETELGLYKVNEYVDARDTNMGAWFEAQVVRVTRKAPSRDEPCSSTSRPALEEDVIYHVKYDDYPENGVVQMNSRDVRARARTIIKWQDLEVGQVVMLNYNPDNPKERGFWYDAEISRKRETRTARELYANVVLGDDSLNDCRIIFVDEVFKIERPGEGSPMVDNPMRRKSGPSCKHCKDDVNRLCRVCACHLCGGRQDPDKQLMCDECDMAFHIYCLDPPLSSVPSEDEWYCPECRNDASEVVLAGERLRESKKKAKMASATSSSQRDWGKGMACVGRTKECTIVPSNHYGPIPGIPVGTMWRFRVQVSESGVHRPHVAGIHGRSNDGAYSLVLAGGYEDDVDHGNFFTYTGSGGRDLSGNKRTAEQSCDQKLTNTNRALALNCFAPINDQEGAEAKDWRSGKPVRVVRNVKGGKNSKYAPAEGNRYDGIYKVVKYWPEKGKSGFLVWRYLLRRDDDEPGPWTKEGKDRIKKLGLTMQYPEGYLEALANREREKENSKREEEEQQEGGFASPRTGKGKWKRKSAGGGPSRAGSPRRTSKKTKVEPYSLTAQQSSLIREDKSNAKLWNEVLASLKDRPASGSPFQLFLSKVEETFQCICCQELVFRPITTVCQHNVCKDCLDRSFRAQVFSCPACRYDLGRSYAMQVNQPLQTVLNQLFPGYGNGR
DDE Tn6 FP inh: disrupts Tn6 cyclic peptide binding to fibrin D-Dimer-E complex; P02675; Fibrin DD(E) TRITC-Tn6 fluorescence polarization displacement; inhibition, % at 8.3 µM; 370,000 compounds, 0.21% hits; AID 720509;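 active = inhibition above a per-campaign cutoff: mean of compounds within control limits plus 3 SD, cut at about 15% in these data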;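 note: 0% = median of all compound wells on the plate and 100% = blocking peptide control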
proKLK7 act: activates the human kallikrein-7 zymogen; purified proKLK7, EDANS-DABCYL substrate fluorescence; 100% is mature enzyme control, 0% vehicle; activation, % at 7 µM; 370,000 compounds, 0.9% hits; AID 652039;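 active = activation above the mean of all tested compounds plus 3 SD, computed per campaign excluding outliers beyond control limits, cut at about 13% in these data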
Target sequence (P49862 whole entry, looked up): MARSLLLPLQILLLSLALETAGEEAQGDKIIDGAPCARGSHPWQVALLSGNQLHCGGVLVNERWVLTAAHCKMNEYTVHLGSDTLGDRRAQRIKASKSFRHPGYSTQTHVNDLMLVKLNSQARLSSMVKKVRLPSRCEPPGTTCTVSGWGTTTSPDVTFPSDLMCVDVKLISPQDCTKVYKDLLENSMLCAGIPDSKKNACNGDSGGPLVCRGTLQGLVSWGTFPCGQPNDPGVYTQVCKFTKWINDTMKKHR
MBD2 inh: inhibitors of human MBD2 binding to methylated oligonucleotide | Q9UBB5 | TR-FRET | inhibition, % at 4.4 µM | 370,000 compounds, 0.31% hits | AID 686964; in the data active = inhibition above about 13%
An asterisk follows results filed as active; i = inactive; · = no result given.

SMILES | ARFGAP1 inhibitor | PLC-beta3 inh | PLC-gamma1 inh | ASAP1 inh | Tn7 DDE FP | ADAM17 inh | UHRF1 binding | DDE Tn6 FP inh | proKLK7 act | MBD2 inh
O=S1(=O)C[C@@H](N2CCOCC2)[C@H](N2CCOCC2)C1 | -4.7 | 4.5 | 2.0 | 0.5 | -2.3 | -1.1 | -2.4 | -2.1 | 1.2 | -6.3
CN1CCC(OC(=O)c2cc3cc(Br)ccc3oc2=O)CC1 | -8.4 | -16.4 | -7.0 | 7.1 | 0.7 | -3.5 | -1.4 | -1.4 | 0.8 | 3.0
CC(C)(C)c1ccc(C(=O)N2CCC3(CC2)NCCc2[nH]cnc23)cc1 | 10.8 | -2.3 | 0.2 | -2.9 | 1.4 | -4.0 | 2.8 | 0.1 | -0.4 | -1.4
O=C(Nc1ccccc1N1CCOCC1)c1ccc(N2CCCC2=O)cc1 | 1.6 | -3.9 | -0.6 | -16.1 | 0.4 | -1.5 | 0.2 | 5.7 | 0.4 | 1.5
c1nc(C2CCCCC2)cc2cc3c(cc12)OCO3 | 4.1 | -0.6 | -1.8 | 1.5 | 2.6 | -2.8 | 11.7 | 3.6 | 0.0 | 3.2
Cc1ccc(C)c(N2CCN(C3C(=O)Nc4ccccc4-n4nnnc43)CC2)c1 (configuration not stated) | -10.7 | -1.5 | -3.0 | 4.2 | -7.8 | -2.5 | 1.9 | 2.1 | -0.5 | -3.4
O=C(c1ccco1)N1CCN=C1SCc1c(F)cccc1Cl | -1.9 | -1.8 | -0.5 | -3.8 | 5.2 | 1.2 | 1.0 | 0.9 | 0.1 | -3.1
CN(Cc1c(C(=O)N(C)Cc2ccccc2)nc2ccccn12)CC1Cc2ccccc2O1 (configuration not stated) | -6.1 | -6.8 | -1.2 | -0.3 | 1.7 | -4.8 | 11.8 | -3.7 | 0.3 | 3.3
Cc1ccc2[nH]c(=O)c(CN(C)C(=O)c3ccccn3)cc2c1 | -3.4 | -6.0 | -2.7 | 11.3 | 4.6 | -15.2 | -0.2 | 4.1 | -0.3 | 3.5
CC(CN1CCN(C)CC1)OC(=O)c1ccccc1 (configuration not stated) | -0.1 | 1.2 | -1.3 | -7.4 | 7.2 | -5.8 | 2.9 | -0.4 | 0.1 | -1.4
C=C(c1ccccc1O)n1ccnc1 | 6.8 | -0.2 | -0.2 | -10.2 | 3.9 | -4.8 | 2.9 | 7.2 | -0.5 | 1.2
COCC(C)NC(C(=O)Nc1cccc(C(C)=O)c1)c1ccccc1 (configuration not stated) | -4.7 | -3.2 | 1.3 | -12.9 | -5.0 | -1.9 | -1.3 | 9.3 | 0.1 | 1.3
O=C(Cn1cnc2ccccc2c1=O)c1ccc2c(c1)OCCO2 | -0.8 | -2.2 | -2.5 | -1.7 | 5.4 | 0.6 | 2.5 | -3.2 | -0.4 | -5.4
O=C(c1ccccc1)N(CCCn1ccnc1)C(c1ccccc1)c1nc2ccccc2[nH]1 (configuration not stated) | 0.8 | -4.2 | -5.6 | 5.3 | 2.8 | -4.7 | 1.4 | 0.6 | 0.5 | -3.3
CCN1/C(=C/C(=O)c2ccco2)Sc2ccccc21 | 4.7 | -34.0 | -37.6 | 8.5 | 0.4 | -4.2 | -6.5 | -7.6 | -0.6 | -2.3
COc1ccc(N=N/C(=C\O)C(=O)c2ccco2)cc1 | -2.2 | 1.5 | -1.8 | 3.3 | 0.1 | 0.3 | -2.1 | 1.2 | -0.9 | -4.3
CN(c1c(C#N)c(C(F)(F)F)nn1C)N(S(C)(=O)=O)S(C)(=O)=O | -10.1 | 1.0 | 3.5 | 8.4 | 3.3 | -4.1 | -3.6 | 4.3 | -0.3 | -5.4
O=C(COC(=O)c1cc([N+](=O)[O-])ccc1N1CCOCC1)Nc1cccc(F)c1 | -1.3 | -7.7 | 2.5 | -5.5 | 10.3 | 0.8 | 1.3 | 0.7 | -0.1 | 5.2
Cn1c(SCC(=O)Nc2ccccc2C(F)(F)F)nc2c(c1=O)SCC2 | 2.3 | -4.3 | 1.4 | -13.4 | 6.0 | 0.0 | 0.5 | 6.2 | 0.2 | -3.6
O=C(Cn1c(=O)cnc2ccccc21)N1CCN(S(=O)(=O)c2ccccc2Br)CC1 | 6.1 | -3.3 | 2.7 | 7.2 | 6.4 | -7.0 | 2.8 | 4.9 | -0.5 | 8.4
CCOc1ccc(CCNC(=O)CS(=O)(=O)Cc2nc(-c3cccc(OC)c3)oc2C)cc1 | -0.8 | -7.2 | 0.1 | 1.6 | -1.7 | 0.0 | -0.5 | 7.6 | -0.3 | -3.5
Cc1cc(C)cc(N2C(=O)CSC2c2cccs2)c1 (configuration not stated) | 7.2 | -2.4 | -3.1 | -3.5 | 5.9 | -1.6 | 3.5 | 5.2 | -0.6 | 5.0
C[C@H]1COc2cc(Br)ccc2S(=O)(=O)N1Cc1cn(CC2CCCCC2)nn1 | · | 1.8 | 1.3 | · | -5.4 | -0.1 | -3.1 | 0.7 | 0.5 | -1.5
O=C(CSc1nnc(-c2ccncc2)n1C1CC1)c1cccs1 | -16.5 | -0.7 | -2.4 | 5.7 | 5.7 | 0.4 | -1.1 | 10.2 | 0.7 | 0.8
CC(C)(C)OC(=O)[C@H](Cc1ccccc1)NC(=O)c1nc[nH]c1C(=O)N1CCN(c2ccccc2)CC1 | -1.5 | 2.9 | 4.9 | -4.3 | -7.6 | 7.2 | 3.7 | -3.6 | 0.1 | -4.1
O=C1CCCN1CCCNc1ncnc2c1[nH]c1ccc(Cl)cc12 | 3.6 | -14.8 | -10.4 | 4.9 | 0.3 | -39.0 | 1.0 | 0.0 | 0.1 | 1.1
COc1cc(OC)c(C2=NOC(C(=O)NCc3cccnc3)C2)cc1Cl (configuration not stated) | 8.7 | -4.2 | 1.5 | 0.1 | -0.8 | -0.2 | -0.8 | 0.1 | 0.3 | -4.3
COc1ccc(C(C[N+](=O)[O-])c2c(-c3ccccc3)cc3ccccn23)cc1 (configuration not stated) | 6.3 | -38.0 | -36.9 | -5.5 | 4.7 | -8.7 | -3.0 | -6.0 | 1.3 | -4.4
CCOC(=O)C1CCN(Cc2nnnn2CCc2ccccc2)CC1 | 2.0 | 2.3 | -0.3 | -0.8 | -0.6 | -1.4 | -0.7 | -9.3 | -0.5 | 4.7
CCCNC(=O)C1(C)CCCN(C(=O)c2ccc3ccccc3c2)C1 (configuration not stated) | -1.4 | 3.3 | 2.4 | 7.8 | 3.8 | -4.6 | 0.9 | 3.5 | -0.1 | -4.7
O=C(O)C1CC=CCC1C(=O)N1CCN(c2nc(-c3ccccc3)c3ccccc3n2)CC1 (configuration not stated) | -12.8 | i | -431.4 | -5.9 | -4.4 | -223.2 | -4.7 | -2.8 | 79.9* | 1.2
COc1ccc(C2CC(=O)c3cc(OC)ccc3O2)cc1 (configuration not stated) | -1.6 | -41.1 | -27.8 | -12.4 | -2.3 | -12.8 | 2.8 | -6.7 | 2.8 | -0.1
CC(=O)Nc1ccc(S(=O)(=O)Nc2cccc(C(=O)NC(C)(C)C)c2)cc1 | -6.9 | 6.2 | 6.3 | -14.2 | 6.0 | 1.8 | 1.3 | 2.5 | -0.8 | 1.6
S=c1nc(-c2cc(Cl)cc(Cl)c2)[nH][nH]1 | 10.0 | -7.9 | -3.7 | -5.5 | 5.3 | 4.8 | -4.2 | 4.3 | 0.6 | -1.6
Cc1ccc(S(=O)(=O)N(C)CCN(C)S(=O)(=O)c2ccc(C)cc2)cc1 | 3.2 | 1.7 | 5.3 | 16.0 | 5.2 | -0.4 | 4.0 | 2.6 | -0.4 | 7.7
Cc1cnc(CNC(=O)c2csc([C@H]3C[C@H](O)[C@@H](CO)O3)n2)cn1 | 8.9 | 2.3 | 2.7 | 6.0 | 1.6 | -0.9 | 1.9 | -2.7 | 0.0 | 4.2

Record cards (already shown):
`C[C@H]1COc2cc(Br)ccc2S(=O)(=O)N1Cc1cn(CC2CCCCC2)nn1` is entered as ARFGAP1 inhibitor: ·; PLC-beta3 inh: 1.8; PLC-gamma1 inh: 1.3; ASAP1 inh: ·; Tn7 DDE FP: -5.4; ADAM17 inh: -0.1; UHRF1 binding: -3.1; DDE Tn6 FP inh: 0.7; proKLK7 act: 0.5; MBD2 inh: -1.5
`O=C(CSc1nnc(-c2ccncc2)n1C1CC1)c1cccs1` is entered as ARFGAP1 inhibitor: -16.5; PLC-beta3 inh: -0.7; PLC-gamma1 inh: -2.4; ASAP1 inh: 5.7; Tn7 DDE FP: 5.7; ADAM17 inh: 0.4; UHRF1 binding: -1.1; DDE Tn6 FP inh: 10.2; proKLK7 act: 0.7; MBD2 inh: 0.8
`O=C(c1ccccc1)N(CCCn1ccnc1)C(c1ccccc1)c1nc2ccccc2[nH]1` (configuration not stated) is entered as ARFGAP1 inhibitor: 0.8; PLC-beta3 inh: -4.2; PLC-gamma1 inh: -5.6; ASAP1 inh: 5.3; Tn7 DDE FP: 2.8; ADAM17 inh: -4.7; UHRF1 binding: 1.4; DDE Tn6 FP inh: 0.6; proKLK7 act: 0.5; MBD2 inh: -3.3

Later entries:
SMILES | ARFGAP1 inhibitor | PLC-beta3 inh | PLC-gamma1 inh | ASAP1 inh | Tn7 DDE FP | ADAM17 inh | UHRF1 binding | DDE Tn6 FP inh | proKLK7 act | MBD2 inh
O=C(CCCN1C(=O)c2cccnc2C1=O)Nc1ccccc1F | 8.9 | -5.0 | 0.7 | 12.3 | 1.0 | -4.4 | -2.3 | 6.2 | 0.1 | -4.6
Cc1onc(-c2ccccc2Cl)c1C(=O)Oc1cc(N)n(S(=O)(=O)c2ccc(F)cc2)n1 | 2.6 | 2.0 | 1.5 | 7.1 | 3.8 | 3.2 | -1.3 | 0.4 | -0.7 | 3.8
CC1CCCN(CCOCCOc2ccccc2-c2ccccc2)C1 (configuration not stated) | 7.2 | 2.8 | 5.7 | -0.6 | -4.1 | 1.3 | 0.0 | 3.8 | -0.7 | -5.0
Cc1nc(Cl)c(C(=O)NC(C)(C)C)c(C)c1Cl | -6.2 | 1.2 | 0.8 | -4.4 | 1.5 | -2.4 | 47.0* | 5.1 | -1.1 | 4.3
CC(C)(C)c1ccc(NC(=O)C2=CN3CCS(=O)(=O)N=C3C=C2)cc1 | 4.0 | -10.9 | -0.2 | -9.8 | -4.8 | -2.4 | 0.9 | 2.9 | 0.3 | 4.2
COc1cccc(Cn2cccc(NC(=O)Nc3cccc(C#N)c3)c2=O)c1 | 3.3 | -13.5 | -3.1 | 2.5 | 1.2 | -7.3 | 5.0 | 10.3 | 0.3 | 4.2
CCOCCn1c(CN2CCN(CC)CC2)nc2c1c(=O)n(C)c(=O)n2C | -11.5 | -0.2 | -1.6 | 13.4 | 5.2 | -6.3 | 2.3 | -5.9 | 0.6 | 3.3
Cc1nc(SCc2nc3ccccc3[nH]2)c2oc3cc([N+](=O)[O-])ccc3c2n1 | 1.4 | -14.8 | -11.2 | 12.1 | 4.1 | -7.8 | -1.2 | 5.1 | -0.1 | 3.7
CC(C)C(=O)N1CCCC1(C)C(=O)Nc1ccc(-n2cncn2)cc1 (configuration not stated) | -3.3 | 1.9 | 5.0 | 12.9 | -1.7 | 1.2 | 1.1 | -1.6 | -0.6 | -1.0
COc1ccc(S(=O)(=O)Nc2ccccc2C(=O)N2CCCC2)cc1OC | -0.9 | -0.3 | -1.4 | -4.8 | 3.1 | -2.9 | -0.6 | 3.3 | -0.3 | 1.7
